High-throughput results: PubChem BioAssay, National Center for Advancing Translational Sciences (NCATS)
Epigenetic derep = epigenetic control regulation, reporter derepression | murine LDR cells, GFP reporter derepression, 30 h | Potency, µM (top dose mostly 53.9 µM), inactives show at the top dose GFP activation, usual class: activators | actives 0.2% (n = 280,000); active = well fitted activation curve with a large enough effect; inconclusive = small, poorly fitted or top-dose-only effect; note: % of control where 0% means no effect; nearly all actives have a fitted effect of over 60% in size
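Murine LDR cells carrying a silenced, genomically integrated CMV-driven GFP reporter were exposed to compound for 30 hours at 37 C. After PBS washes, GFP-positive cells (20–120 um objects) were counted by laser-scanning microplate cytometry.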
Active calls of the source: *; ? = inconclusive. Potency is the fitted concentration of half-maximal effect. The list is partial. The share of hits here may be higher or lower than overall.

Molecule,Epigenetic derep
COc1ccccc1N1CCN(C(=O)CCn2nc(C)c(S(=O)(=O)N3CCCC3)c2C)CC1,3.7%
Cc1cc(C)c(NC(=O)c2cc(S(=O)(=O)N3CCCC3)cn2C)c(C)c1,-1.1%
CCc1ccc(NC(=O)c2ccc3oc(=O)n(Cc4ccccc4)c3c2)cc1,4.0%
COc1cc(-c2noc(-c3ccc(N4CCCC4)c([N+](=O)[O-])c3)n2)cc(OC)c1OC,-4.2%
CCOc1ccc(Sc2cc(C(=O)NCc3ccccc3Cl)c3ccccc3n2)cc1,6.3%
Cc1ccc(C)c(N2CCN(CCCNC(=O)c3ccc4nc(CCc5ccccc5)oc4c3)CC2)c1,-0.9%
CC(=O)N1CCc2c(sc3c2c(=O)n(-c2ccccc2)c(=O)n3CC(=O)Nc2cc(C)cc(C)c2)C1,?
CC(=O)Nc1nnc(SCc2cc(=O)c3cccc(Cl)c3[nH]2)s1,-1.3%
CC(CNC(=O)CCCn1c(=O)c2cccn2c2cccnc21)c1ccccc1 (stereo not drawn),3.4%
Cc1ccc(CCNC(=O)c2c[nH]c3ccc(S(=O)(=O)Nc4cccc(C(F)(F)F)c4)cc3c2=O)cc1,0.3%
Cc1oc2ncnc(N3CCCCC3)c2c1C(=O)NCC1CCN(Cc2ccc(F)cc2)CC1,-0.4%
CCCc1cnc2c(c1SCc1cccc(F)c1)c(=O)n(C)c(=O)n2C,2.8%
Fc1ccc(Nc2nc(SCc3ccc(Cl)cc3)nc3ccccc23)cc1,-0.5%
CC1(C)C(=O)N(CC(=O)Nc2ccc(Br)cc2F)c2ccccc21,0.0%
COc1ccc2c(CNCCc3ccco3)c(C(=O)O)n(Cc3ccc(C)cc3)c2c1,3.2%
CCN(CC)c1nn2c(=O)c(C(=O)NCc3ccc(F)cc3)cnc2s1,1.5%
COc1cc(NS(=O)(=O)c2ccc3[nH]c4c(c3c2)CCCCCC4)cc(OC)c1,0.0%
CCOC(=O)c1cccc(NS(=O)(=O)c2cc(-c3cnc(C)o3)ccc2OC)c1,0.7%
Cc1ccc(C(=O)Nc2nnc(S(=O)(=O)N3CCc4ccccc43)s2)cc1,0.0%
CCOc1ccc(Nc2ncnc3scc(-c4ccc(OC)cc4)c23)cc1,-1.3%
CCOC(=O)c1ccccc1NC(=O)c1nn(C)c2c1COc1ccccc1-2,-3.6%
COC(=O)c1ccccc1NC(=O)C1=CC(c2ccc3c(c2)OCO3)=NS(=O)(=O)N1C,2.4%
CC(C)c1ccc(N2C(=O)N(Cc3cccc([N+](=O)[O-])c3)c3ccccc3S2(=O)=O)cc1,1.1%
Cc1c(C(=O)N(C)C)sc2c1c(=O)n(-c1ccc(Cl)c(Cl)c1)c(=O)n2CC(=O)Nc1ccc(Br)cc1F,9.1%
CCCNC(=O)CCc1nnc2ccc(N3CCN(c4cccc(OC)c4)CC3)nn12,-0.1%
Cc1ccc(Cn2c(CNC(=O)CCc3ccccc3)nc3cccnc32)cc1,0.0%
Cc1cccc(Cn2c(C)c(C)c3cc(C(=O)NCc4ccco4)ccc32)c1,5.2%
CCN(CC)C(=O)c1ccccc1NC(=O)c1cccc(S(=O)(=O)N2CCC(C)CC2)c1,0.0%
CC(C)NC(=O)Cc1csc2nc(-c3ccccc3)cn12,0.0%
CCc1ccc(NC(=O)CCCc2nnc3n(CCCOC)c(=O)c4sccc4n23)cc1,1.4%
CSc1ccccc1-c1nnc(NC(=O)c2ccc3c(c2)OCCO3)o1,-1.6%
CC(=O)Nc1ccc(Nc2ncnc3sc4c(c23)CCCC4)cc1,1.1%
Cc1cccc(-c2noc(-c3ccc(NCc4ccccc4)c([N+](=O)[O-])c3)n2)c1,-4.0%
COc1ccc(OC)c(NC(=O)CSc2nc(=O)n(CCN(C)C)c3c2CCC3)c1,0.9%
Cc1nc(-c2cccc(F)c2)sc1CCNC(=O)C(=O)Nc1ccc2c(c1)OCO2,5.1%
CC(C)NC(=O)c1ccc2c(c1)N(Cc1cccc(Cl)c1)C(=O)c1ccccc1S2=O (stereo not drawn),-1.1%
COc1cccc(-c2cn3c(n2)sc2cc(C(=O)NC4CCCCCC4)ccc23)c1,2.2%
CCCN(CCC)S(=O)(=O)c1ccc2c(c1)N(CC(=O)NC(C)c1ccccc1)C(=O)CS2 (stereo not drawn),-0.7%
CCCCOc1ccc(C(=O)N2CCN(CCc3ccccn3)CC2)cc1,-3.2%
O=C(CCC(=O)N1CC2CCCN2c2ccccc21)NCc1ccccc1F (stereo not drawn),2.8%
CN(Cc1ccccc1)c1ccc2cc(S(=O)(=O)N3CCCCC3)ccc2n1,-2.7%
O=C(Cc1cccs1)NC1CC(=O)N(c2cccc(F)c2)C1 (stereo not drawn),2.7%
CN(Cc1ccccc1)c1ccc(-c2nc(-c3ccco3)no2)cc1[N+](=O)[O-],-2.6%
Cc1c(Cl)cccc1NC(=O)CSc1ncc2c(n1)-c1ccccc1N(C)S2(=O)=O,14%
O=C(CSc1nnc(-c2ccc(O)cc2)o1)c1ccc(Br)cc1,-1.1%
Cc1nn(CCCC(=O)NCc2ccccc2)c(=O)c2c1sc1ccccc12,0.6%
Cn1ccc2c(OCC(=O)NCc3ccccc3)cccc2c1=O,1.8%
CCc1nnc(NC(=O)CSc2nccn2Cc2ccc(C)cc2)s1,-1.1%
Cc1cn(C)c(CC(=O)N2CCN(c3cccc(Cl)c3)CC2)c1C(=O)O,-0.2%
CCc1cnc2c(c1SCC(=O)Nc1ccc(OC)c(OC)c1)c(=O)n(C)c(=O)n2C,0.3%
CCn1nnc2cc(C(=O)Nc3ccc(Cl)cc3C)ccc21,5.2%
Cc1c(C(=O)NCc2ccccc2)sc2nc3n(c(=O)c12)CCCCC3,0.0%
CCn1c(SCC(=O)Nc2ccccc2C(=O)OC)nc2ccsc2c1=O,-0.5%
CC(NC(=O)c1ccc2c(c1)sc1nc(-c3ccc(F)cc3)cn12)C12CC3CC(CC(C3)C1)C2 (stereo not drawn),1.2%
O=C(NCc1ccc2c(c1)CCN2C(=O)c1ccncc1)c1ccccc1Cl,0.0%
CCn1c(C)c(C)c2cc(C(=O)NCCCN3CCCCC3)ccc21,6.9%
CC(C)Oc1ccc(CNS(=O)(=O)c2csc(C(N)=O)c2)cc1,-1.8%
Cc1cc(C)c(NC(=O)C(C)n2nc(-c3ccc(C)c(C)c3)ccc2=O)c(C)c1 (stereo not drawn),1.6%
Cc1cccc(C(=O)N2CCc3cc(CNC(=O)c4cc5ccccc5[nH]4)ccc32)c1,-1.3%
COc1ccc(OC)c2sc(N3CCN(C(=O)c4ccco4)CC3)nc12,1.8%

(list continues)
Molecule,Epigenetic derep
CS(=O)(=O)N(CC(=O)Nc1ccc(Br)cc1)c1ccccc1Br,0.0%
COc1cccc(CNC(=O)c2cccn2-c2nnc(N3CCCC3)s2)c1,-2.7%
O=C(NCc1ccc2c(c1)CCN2C(=O)c1ccccc1)c1cc2ccccc2[nH]1,-1.3%
CCOC(=O)c1c(-c2ccc(C)cc2)csc1NC(=O)c1cc(=O)c2cc(C)cc(C)c2o1,-1.0%
Cc1ccc(-n2nc(C(=O)N3CCN(c4ccccc4F)CC3)c(=O)n(C)c2=O)cc1,0.0%
Cc1c(C(=O)N(C)C)sc2c1c(=O)n(-c1ccc(Cl)c(Cl)c1)c(=O)n2CC(=O)Nc1cccc(C(F)(F)F)c1,0.0%
COC(=O)c1ccc(NC(=O)c2c(NCc3ccc(C)o3)sc3c2CCCC3)cc1,-1.1%
COc1cc(NC(=O)CSc2nc(-c3ccccc3)no2)cc(OC)c1,2.4%
CCN(CC)c1ccc2cc(-c3nc(-c4ccccc4F)no3)c(=O)oc2c1,13µM*
COc1ccc(-c2cc(C(=O)Nc3c(C(=O)c4ccc(C)cc4)oc4ccccc34)no2)cc1,-1.6%
Cc1cc(O)c(C(c2ccccc2)N2CCN(c3ccccc3)CC2)c(=O)n1Cc1ccco1 (stereo not drawn),-2.2%
COc1ccccc1N1CCN(C(=O)c2cc3ccc4ccc(C)[nH]c4c3n2)CC1,-0.4%
CC(=O)Nc1ccc(C)cc1-c1nc2ccccc2n(Cc2cccc(Br)c2)c1=O,12%
CCN(C(=O)Nc1cn(CC(C)C)c(=O)c2ccccc12)c1cc(C)ccc1C,-1.3%
O=S1(=O)c2ccccc2N(Cc2ccccc2F)c2ccccc21,1.2%

Part of the list above in order of heavy-atom count, falling.
Molecule,Epigenetic derep
Cc1cc(O)c(C(c2ccccc2)N2CCN(c3ccccc3)CC2)c(=O)n1Cc1ccco1 (stereo not drawn),-2.2%
O=C(NCc1ccc2c(c1)CCN2C(=O)c1ccccc1)c1cc2ccccc2[nH]1,-1.3%
CS(=O)(=O)N(CC(=O)Nc1ccc(Br)cc1)c1ccccc1Br,0.0%

(next part)
Molecule,Epigenetic derep
CC(NC(=O)C1CCN(S(=O)(=O)Cc2ccccc2)CC1)c1ccccc1 (stereo not drawn),-0.9%
COc1cc(Cl)c(NC(=O)c2cc3ccccn3n2)c(OC)c1,-2.0%
COc1ccc(-c2nc3cc(NC(=O)COc4ccc(C)c(C)c4)ccc3o2)cc1,0.0%
CCn1c(=O)c2sccc2n2c(CCCC(=O)Nc3ccc(C)cc3)nnc12,-0.7%
COc1ccc(CNC(=O)c2cc3cc(S(=O)(=O)N4CCCCC4)ccc3n2C)c(OC)c1,-0.8%
Cc1ccc(C(=O)N2CCc3cc(CNC(=O)CCc4ccccc4)ccc32)cc1,-1.3%
Cc1cccc(-n2ncc(C(=O)N3CCN(c4ccc(C)cc4C)CC3)c2C2CCN(C(=O)OC(C)(C)C)CC2)c1,2.5%
CCc1cccc(C)c1NC(=O)CSc1n[nH]c(-c2ccccc2)n1,3.0%
COc1ccc(NC(=O)C2(c3cccs3)CCOCC2)cc1Cl,-2.7%
COc1ccc(C2=C(C(C)=O)Sc3nnc(-c4ccccc4)n3N2C(C)=O)cc1,8.3%
Cc1ccccc1-n1cc(-c2ccccc2)nc1SCC(=O)Nc1ccc(F)cc1,-0.2%
COC(=O)c1scc(-c2ccc(C)cc2)c1S(=O)(=O)N1CCN(c2ccc(OC)cc2)CC1,0.0%
O=C(CC(c1cccs1)N1Cc2ccccc2C1=O)Nc1ccc(F)c(F)c1 (stereo not drawn),9.7%
COc1cc(C(=O)NCc2ccc3c(c2)CCN3C(=O)c2ccncc2)cc(OC)c1OC,-1.3%
Cc1ccc(-n2ncc(C(=O)NCc3ccccn3)c2C2CCN(C(=O)OC(C)(C)C)CC2)cc1C,-1.3%
CC1Cc2cc(S(=O)(=O)NCc3ccc(N(C)C)cc3)ccc2N1C(=O)C1CCC1 (stereo not drawn),-1.2%
CC(=O)Nc1c(C)nn(-c2ccccc2)c1N1CCC(C(=O)Nc2cc(Cl)ccc2C)CC1,3.1%
COc1ccc(-c2noc(CC(=O)N(C)c3cc(Cl)c(OC)cc3OC)n2)cc1,-0.8%
Cc1cccc(Cn2cc(C(=O)Nc3cc(F)ccc3F)ccc2=O)c1,1.4%
O=C(Nc1ccc2nc(SCCOc3ccccc3)sc2c1)c1ccccc1F,0.0%
Cc1nnc(N2CCC(C(=O)NC(C)C)CC2)c2nn(-c3ccc(Cl)cc3)c(C)c12,-4.1%
Cc1ccc(C)c(N2CCN(S(=O)(=O)c3cc(C(=O)Nc4ccccc4C(F)(F)F)ccc3F)CC2)c1,0.6%
Cc1ccc(C)c(NC(=O)CSc2cn(CC(=O)N3CCCC3)c3ccccc23)c1,-0.5%
CCOc1ccccc1C(=O)N1CCC(c2nc3ccccc3o2)CC1,-1.6%
CC(=O)c1ccc(NC(=O)Cn2cc(S(=O)(=O)Cc3cccc(Cl)c3)c3ccccc32)cc1,1.2%
O=C(Nc1ccccc1Cl)N1CCC(CN2CCCCC2)CC1,-1.1%
Cc1ccc(Cl)cc1NC(=O)C1CCN(c2nc3ccccc3n3cccc23)CC1,0.0%
Cc1cc(C)c2nc(N(Cc3cccnc3)C(=O)c3ccc(S(=O)(=O)N(C)C)cc3)sc2c1,0.6%
CN(c1ccc(Cl)cc1)S(=O)(=O)c1nnc(NC(=O)C2CCCCC2)s1,0.0%
Cc1ccc(C)c(N2CCN(S(=O)(=O)c3ccc4c(c3)CCCN4C(=O)C3CCC3)CC2)c1,2.2%
CCOc1cccc2sc(N(Cc3cccnc3)C(=O)C3CCCCC3)nc12,-0.6%
COc1ccc(-c2nc3c(c(SCc4cc(C)ccc4C)n2)Cc2c(CO)cnc(C)c2O3)cc1,3.2%
O=C(Cn1c(=O)oc2cc(S(=O)(=O)NCc3ccccc3)ccc21)NCc1ccccc1Cl,1.1%
COc1cccc(NC(=O)Cc2ccc(NC(=O)N3CCCCc4ccccc43)cc2)c1,-1.1%
COc1ccc(OC)c(CNc2ncnc3onc(C)c23)c1,-2.5%
CCOc1ccc(-c2nnc(SCC(=O)Nc3cccc(Cl)c3C)o2)cc1,-1.3%
Cc1ccc(CNC(=O)CSc2nc3ccsc3c(=O)n2-c2ccc(C(=O)O)cc2)cc1,-1.3%
Cc1nc2ccc(S(=O)(=O)N(CC(=O)Nc3cccc(C)c3C)Cc3ccccc3)cc2s1,6.7%
Cc1ccc(-n2ncc3c(NCCCN4CCOCC4)ncnc32)cc1,0.9%

In a second layout: entries from further up.
Epigenetic derep	SMILES
-4.0%	Cc1cccc(-c2noc(-c3ccc(NCc4ccccc4)c([N+](=O)[O-])c3)n2)c1
-0.8%	COc1ccc(-c2noc(CC(=O)N(C)c3cc(Cl)c(OC)cc3OC)n2)cc1
0.0%	CCN(CC)C(=O)c1ccccc1NC(=O)c1cccc(S(=O)(=O)N2CCC(C)CC2)c1
